Compound activity as filed in PubChem.
Vif imaging – HIV Vif self-association inhibitors, primary screen, imaging, HEK293T, single point; HEK293T cells, Vif self-association by quenched fluorescence, 24 h; inhibition, % at 7.49 µM; 340,000 compounds, 0.35% hits; in the data active means inhibition above about 50%, passing the limit was not always enough; further: some results filed as inactive read as strong as hits
NOD2 RIPK2 PPI – NOD2-RIPK2 binding disruptors in cells, primary screen, fluorescence, CHO cells, BLA complementation; CCF4 ratio; 360,000 compounds, 0.38% hits; Receptor-interacting serine/threonine-protein kinase 2 (Homo sapiens), O43353; AID 624267, 2012; inhibition, % at 4.98 µM; in the data active means inhibition above about 21%;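 further: 0% = vehicle only and 100% = reference blocker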
Target sequence (O43353 whole entry, looked up): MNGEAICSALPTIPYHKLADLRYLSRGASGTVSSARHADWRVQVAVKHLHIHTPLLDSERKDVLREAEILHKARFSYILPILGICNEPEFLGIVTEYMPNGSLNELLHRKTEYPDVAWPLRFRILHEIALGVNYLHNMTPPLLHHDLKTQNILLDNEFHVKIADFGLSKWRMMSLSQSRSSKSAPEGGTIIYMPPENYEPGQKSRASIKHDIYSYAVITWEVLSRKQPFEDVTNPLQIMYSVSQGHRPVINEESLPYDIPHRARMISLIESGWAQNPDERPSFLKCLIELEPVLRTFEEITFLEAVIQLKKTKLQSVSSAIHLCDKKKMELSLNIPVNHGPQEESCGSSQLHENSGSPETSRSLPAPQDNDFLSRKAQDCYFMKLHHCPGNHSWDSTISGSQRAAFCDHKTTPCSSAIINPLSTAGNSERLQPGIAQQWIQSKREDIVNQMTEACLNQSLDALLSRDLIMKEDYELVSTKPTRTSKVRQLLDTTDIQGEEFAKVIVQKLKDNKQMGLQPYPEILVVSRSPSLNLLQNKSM
MC4R antagonist – MC4R antagonists of cAMP signaling, primary screen, cell-based, TR-FRET, antagonist arm of biased-ligand search. Melanocortin receptor 4 (Homo sapiens), P32245. MC4R-expressing cells, MTII-stimulated cAMP, LANCE TR-FRET. inhibition, % at 6.5 µM. 360,000 compounds, 0.48% hits;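 active means inhibition above its plate's cutoff, the mean of tested wells on that plate plus 3 SD, cut at about 29% in these data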;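 further: 0% = Melanotan II alone and 100% = Melanotan II plus saturating MCL0020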
Target sequence (P32245 whole entry, looked up): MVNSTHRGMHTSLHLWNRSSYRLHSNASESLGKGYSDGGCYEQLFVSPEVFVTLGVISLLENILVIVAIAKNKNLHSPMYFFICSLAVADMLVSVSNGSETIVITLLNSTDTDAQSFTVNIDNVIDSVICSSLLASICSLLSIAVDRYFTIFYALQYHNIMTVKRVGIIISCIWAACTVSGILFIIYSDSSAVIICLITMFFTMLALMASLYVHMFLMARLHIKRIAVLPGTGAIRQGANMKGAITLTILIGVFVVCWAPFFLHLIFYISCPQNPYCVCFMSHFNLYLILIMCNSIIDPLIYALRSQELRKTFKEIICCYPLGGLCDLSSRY
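Material – human MC4R-expressing U2OS cells · Repeats – no replicates · Detection – TR-FRET with Eu-cAMP and labeled anti-cAMP, 671 nm · Times – compound 30 min, challenge 1 h, detection 1 h · Compound – single nominal compound dose of 6.5 µM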
TLR9-MyD88 inh – inhibitors of TLR9-MyD88 association in cells, primary screen, cell-based, CHO, BLA complementation, fluorescence. Toll-like receptor 9 (Homo sapiens) + Myeloid differentiation primary response protein …. CCF4 FRET ratio. inhibition, % at 4.98 µM. 340,000 compounds, 0.21% hits. AID 504734, 2011;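 active means inhibition above the mean over all tested compounds plus 3 SD, cut at about 21% in these data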;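 further: 0% = DMSO only wells and 100% = clavulanate BLA inhibitor control wells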
ABCB6 inh MLPCN – ABCB6 transporter inhibitors, primary screen, K562-ABCB6 cells, flow cytometry, MLPCN library; ATP-binding cassette sub-family B member 6 (Homo sapiens), Q9NP58; K562-ABCB6 porphyrin accumulation, 1 h; active compounds read low; fluorescence ratio to DMSO, % at 10 µM; 360,000 compounds, 0.19% hits;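 active means fluorescence ratio to DMSO below 75%, the collection mean minus 3 SD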;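 further: signal is porphyrin accumulated inside mitochondria; 100% equals median channel fluorescence of DMSO control wells; lower ratio means ABCB6 inhibition with less porphyrin fluorescence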
Granule exo inh – LAMP-1 surface exposure blockers, TALL-104 cells – cell-based, flow cytometry, MLPCN library, primary screen; TALL-104 LAMP-1 surface exposure; cells stimulated with thapsigargin and PMA; inhibition, % at 10 µM; 360,000 compounds, 0.66% hits; AID 651702, 2012;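 active means inhibition above about 55%, limit read from the data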
aDG glyco act – activators of alpha-DG glycosylation, primary screen, uHTS, Pro5-aDG cells, AlphaScreen | alpha-DG glycosylation AlphaScreen (IIH6); 0% Pro5, 100% B10-LARGE cell signal | activation, % at 10 µM | 360,000 compounds, 0.22% hits | AID 624168, 2012;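 active means activation of at least 8% versus controls, or a plate z-score of at least 8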;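 further: Pro5 are CHO cells carrying HIG-tagged alpha-DG that lacks glycosylation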
N-glyco inh – increase of ERlucT glycosylation luciferase signal, primary screen, N-linked glycosylation inhibitor project, D54 ERlucT cells, luminescence, set 2. AID 588692, 2011. 360,000 compounds, 0.23% hits. reporter increase, % at 12.5 µM. D54 ERlucT glycosylation luciferase reporter, 24 h; percent of 100 nM tunicamycin response;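 active means mean luciferase reporter signal, scaled so untreated is 0 and the glycosylation-blocking control 100, at or above a set limit in every replicate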;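 further: luciferase carries N-glycosylation sites so blocking glycosylation raises the light; 0% = median of neutral control wells and 100% = median of 100 nM tunicamycin wells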
MC4R barr agon – MC4R agonists recruiting beta-arrestin, primary screen, cell-based, luminescence, agonist arm of biased-ligand search; Melanocortin receptor 4 (Homo sapiens), P32245; U2OS MC4R beta-arrestin complementation; percent of melanotan II response, DMSO zero; activation, % at 8.9 µM; 360,000 compounds, 0.98% hits; AID 540308, 2011;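 active means activation above a per-plate cutoff, the mean activation of sample wells on that plate plus 3 SD, cut at about 8% in these data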
ABHD5-PLIN5 inh – ABHD5-PLIN5 interaction inhibitors, primary screen, cell lysate, split luciferase complementation, luminescence | inhibition, % at 4 µM | Split G. princeps luciferase complementation, 4 h | AID 602281, 2012 | 360,000 compounds, 0.78% hits;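 active means inhibition above the mean inhibition across every tested compound plus 3 SD, cut at about 22% in these data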;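 further: 0% = DMSO only wells and the 100% control is not disclosed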
Numbers without * were called inactive. The list is partial; count on the stated rates, not on these rows.

Screening CCC(CN(C)C)Oc1cc(NCc2ccccc2)c2ncn(C(C)C)c2c1 (configuration not stated) returned Vif imaging 41, NOD2 RIPK2 PPI 1, MC4R antagonist -5, TLR9-MyD88 inh 2, ABCB6 inh MLPCN 139, Granule exo inh -7, aDG glyco act 1.6, N-glyco inh -4, MC4R barr agon -0.5 and ABHD5-PLIN5 inh 7.
For Cn1c(=O)c2c(ncn2CC(=O)Nc2ccccc2)n(C)c1=O the results were Vif imaging -11, NOD2 RIPK2 PPI 6, MC4R antagonist 9, TLR9-MyD88 inh 2, ABCB6 inh MLPCN 111, Granule exo inh 1, aDG glyco act 0.0, N-glyco inh 2, MC4R barr agon 0.7 and ABHD5-PLIN5 inh 1.
`O=C(Cn1cc2c(n1)CCCC2)NCCCN1CCN(C2CCCCC2)CC1` gave Vif imaging -7, NOD2 RIPK2 PPI -10, MC4R antagonist 1, TLR9-MyD88 inh -5, ABCB6 inh MLPCN 98, Granule exo inh -4, aDG glyco act -0.1, N-glyco inh 0, MC4R barr agon -2.2 and ABHD5-PLIN5 inh -9.
CCOC(=O)c1c(C)c(C(=O)NCc2ccco2)c(C)n1CC was read as Vif imaging -7, NOD2 RIPK2 PPI -20, MC4R antagonist -2, TLR9-MyD88 inh 3, ABCB6 inh MLPCN 94, Granule exo inh 2, aDG glyco act -0.1, N-glyco inh 1, MC4R barr agon -2.0 and ABHD5-PLIN5 inh 0.
`COC(=O)c1ccc(NC(=S)N2CCCC2)cc1` gave Vif imaging -1, NOD2 RIPK2 PPI -5, MC4R antagonist 0, TLR9-MyD88 inh -9, ABCB6 inh MLPCN 96, Granule exo inh -9, aDG glyco act -0.1, N-glyco inh 0, MC4R barr agon 0.1 and ABHD5-PLIN5 inh -2.
Screening CCN(c1ccccc1)S(=O)(=O)c1cccc(C(=O)NCC(c2cccs2)N(C)C)c1 (configuration not stated) returned Vif imaging -5, NOD2 RIPK2 PPI -9, MC4R antagonist 11, TLR9-MyD88 inh -1, ABCB6 inh MLPCN 92, Granule exo inh 4, aDG glyco act -0.2, N-glyco inh -3, MC4R barr agon -1.8 and ABHD5-PLIN5 inh 8.
`COc1ccc(OC)c(NC(=O)COC(=O)Cc2ccsc2)c1` gave Vif imaging 10, NOD2 RIPK2 PPI -10, MC4R antagonist 1, TLR9-MyD88 inh -5, ABCB6 inh MLPCN 94, Granule exo inh -5, aDG glyco act 0.0, N-glyco inh 2, MC4R barr agon -1.5 and ABHD5-PLIN5 inh 2.
C[C@@H]1CN([C@@H](C)CO)C(=O)CCCn2nncc2CO[C@H]1CN(C)Cc1ccc2c(c1)OCO2 was read as NOD2 RIPK2 PPI 5, MC4R antagonist 6, TLR9-MyD88 inh -3, ABCB6 inh MLPCN 99, Granule exo inh 8, aDG glyco act 0.0, N-glyco inh 2, MC4R barr agon 1.3 and ABHD5-PLIN5 inh 5.
Screening CCOC(=O)N1CCN(c2c(NCCN3CCCCC3CC)c(=O)c2=O)CC1 (configuration not stated) returned Vif imaging 7, NOD2 RIPK2 PPI 0, MC4R antagonist -1, TLR9-MyD88 inh 6, ABCB6 inh MLPCN 100, Granule exo inh 3, aDG glyco act -0.3, N-glyco inh 2, MC4R barr agon -0.9 and ABHD5-PLIN5 inh -3.
For C[C@@]12CCC=C[C@H]1[C@H](c1ccc3ccccc3c1)N(Cc1ccccc1)C2=O the results were Vif imaging 3, NOD2 RIPK2 PPI -13, MC4R antagonist 0, TLR9-MyD88 inh -1, ABCB6 inh MLPCN 94, Granule exo inh 3, aDG glyco act 1.0, N-glyco inh 0, MC4R barr agon 0.6 and ABHD5-PLIN5 inh -2.
COc1cc(CNC2CCCCC2OC)cc(OC)c1OC (configuration not stated) was read as Vif imaging 7, NOD2 RIPK2 PPI -11, MC4R antagonist 10, TLR9-MyD88 inh 3, ABCB6 inh MLPCN 101, Granule exo inh 1, aDG glyco act 1.5, N-glyco inh 2, MC4R barr agon 1.1 and ABHD5-PLIN5 inh 2.
For COc1ccc(C(=O)Oc2c(OC)cc(C(=S)N3CCOCC3)cc2OC)cc1 the results were Vif imaging 8, NOD2 RIPK2 PPI 0, MC4R antagonist 17, TLR9-MyD88 inh -3, ABCB6 inh MLPCN 97, Granule exo inh 12, aDG glyco act 0.0, N-glyco inh -1, MC4R barr agon -0.3 and ABHD5-PLIN5 inh -1.

Continued (2 carried over from the part before).
COc1cc(CNC2CCCCC2OC)cc(OC)c1OC (configuration not stated) was read as Vif imaging 7, NOD2 RIPK2 PPI -11, MC4R antagonist 10, TLR9-MyD88 inh 3, ABCB6 inh MLPCN 101, Granule exo inh 1, aDG glyco act 1.5, N-glyco inh 2, MC4R barr agon 1.1 and ABHD5-PLIN5 inh 2.
For COc1ccc(C(=O)Oc2c(OC)cc(C(=S)N3CCOCC3)cc2OC)cc1 the results were Vif imaging 8, NOD2 RIPK2 PPI 0, MC4R antagonist 17, TLR9-MyD88 inh -3, ABCB6 inh MLPCN 97, Granule exo inh 12, aDG glyco act 0.0, N-glyco inh -1, MC4R barr agon -0.3 and ABHD5-PLIN5 inh -1.
`CCOC(=O)C1(Cc2ccc(Cl)cc2)CCN(C(=O)c2cscn2)CC1` gave Vif imaging -2, NOD2 RIPK2 PPI 11, MC4R antagonist 3, TLR9-MyD88 inh 3, ABCB6 inh MLPCN 97, Granule exo inh 2, aDG glyco act 0.4, N-glyco inh -1, MC4R barr agon -3.0 and ABHD5-PLIN5 inh -1.
Screening O=C1ON=C(c2ccccc2)/C1=C/c1ccc(O)cc1 returned Vif imaging -5, NOD2 RIPK2 PPI 8, MC4R antagonist 25, TLR9-MyD88 inh -3, ABCB6 inh MLPCN 93, Granule exo inh -48, aDG glyco act 0.1, N-glyco inh 8, MC4R barr agon 0.4 and ABHD5-PLIN5 inh -1.
For CCOC(=O)c1c(/N=C/N(C)C)sc(/C=N/Nc2ccccc2)c1-c1ccccc1Cl the results were Vif imaging 2, NOD2 RIPK2 PPI 2, MC4R antagonist 7, TLR9-MyD88 inh 3, ABCB6 inh MLPCN 108, Granule exo inh -2, aDG glyco act -0.4, N-glyco inh -4, MC4R barr agon -0.4 and ABHD5-PLIN5 inh -8.
For Cc1ccc(SCc2cc(-c3ccc(Cl)cc3)no2)cc1 the results were Vif imaging -2, NOD2 RIPK2 PPI 5, MC4R antagonist 12, TLR9-MyD88 inh -1, ABCB6 inh MLPCN 98, Granule exo inh 1, aDG glyco act 0.2, N-glyco inh 4, MC4R barr agon 2.0 and ABHD5-PLIN5 inh 4.
Screening COC(=O)C(Nc1nccs1)(OC)C(F)(F)F (configuration not stated) returned Vif imaging -4, NOD2 RIPK2 PPI 8, MC4R antagonist 4, TLR9-MyD88 inh -1, ABCB6 inh MLPCN 98, Granule exo inh -2, aDG glyco act -0.2, N-glyco inh 0, MC4R barr agon 0.4 and ABHD5-PLIN5 inh 13.
Screening C(#CCN1CCC(Cc2ccccc2)CC1)COCCOCc1ccccc1 returned NOD2 RIPK2 PPI 5, MC4R antagonist 4, TLR9-MyD88 inh -9, ABCB6 inh MLPCN 93, Granule exo inh 2, aDG glyco act 0.2, N-glyco inh -1, MC4R barr agon -1.4 and ABHD5-PLIN5 inh 6.
`COc1ccc(Cl)cc1S(=O)(=O)Nc1ccc2c(c1)n(C)c(=O)n2C` gave Vif imaging -3, NOD2 RIPK2 PPI 8, MC4R antagonist 10, TLR9-MyD88 inh -1, ABCB6 inh MLPCN 94, Granule exo inh 4, aDG glyco act 0.6, N-glyco inh 58*, MC4R barr agon -0.1 and ABHD5-PLIN5 inh -1.
For O=C(N/N=C/c1ccc([N+](=O)[O-])o1)c1cc(-c2ccncc2)nc2ccccc12 the results were Vif imaging -9, NOD2 RIPK2 PPI -4, MC4R antagonist -16, TLR9-MyD88 inh -3, ABCB6 inh MLPCN 106, Granule exo inh 2, aDG glyco act 0.7, N-glyco inh 6, MC4R barr agon -1.9 and ABHD5-PLIN5 inh 3.
Screening Cc1ccccc1N(CC(=O)Nc1ccccc1C(=O)NCc1ccco1)S(=O)(=O)c1ccccc1 returned Vif imaging 1, NOD2 RIPK2 PPI -16, MC4R antagonist 0, TLR9-MyD88 inh -7, ABCB6 inh MLPCN 99, Granule exo inh 0, aDG glyco act -0.3, N-glyco inh 4, MC4R barr agon -1.4 and ABHD5-PLIN5 inh -6.
`CC12CNCC(C)(CN(C3(O)C(=O)Nc4ccc(Br)cc43)C1)C2=O` (configuration not stated) gave Vif imaging 8, NOD2 RIPK2 PPI 5, MC4R antagonist 1, TLR9-MyD88 inh -7, ABCB6 inh MLPCN 95, Granule exo inh 0, aDG glyco act 3.4, N-glyco inh 3, MC4R barr agon -1.0 and ABHD5-PLIN5 inh -7.
`CC1(C(=O)NS(=O)(=O)c2ccc(F)cc2F)CCN1C(=O)C/C=C/c1ccccc1` (configuration not stated) gave Vif imaging 3, NOD2 RIPK2 PPI 14, MC4R antagonist 17, ABCB6 inh MLPCN 99, Granule exo inh -1, aDG glyco act -0.2, N-glyco inh 2, MC4R barr agon -2.2 and ABHD5-PLIN5 inh 11.
CC(C)c1ccc(OCC(=O)Nc2ccc(S(=O)(=O)Nc3ccccn3)cc2)cc1 was read as Vif imaging 33, NOD2 RIPK2 PPI 0, MC4R antagonist 19, TLR9-MyD88 inh 1, ABCB6 inh MLPCN 88, Granule exo inh 0, aDG glyco act 0.0, N-glyco inh 0, MC4R barr agon 3.0 and ABHD5-PLIN5 inh 1.
Screening CCOc1cccc(SCc2noc(C(=O)NCCOC)c2C(=O)O)c1 returned Vif imaging 10, NOD2 RIPK2 PPI 5, MC4R antagonist 10, TLR9-MyD88 inh 6, ABCB6 inh MLPCN 100, Granule exo inh -1, aDG glyco act -0.3, N-glyco inh 2, MC4R barr agon -2.0 and ABHD5-PLIN5 inh 3.
Screening CCOC(=O)c1c(NC(=O)c2c(Br)cnn2CC)sc(C)c1C returned Vif imaging 2, NOD2 RIPK2 PPI -3, MC4R antagonist -1, TLR9-MyD88 inh -5, ABCB6 inh MLPCN 95, Granule exo inh 1, aDG glyco act 0.1, N-glyco inh -2, MC4R barr agon -0.9 and ABHD5-PLIN5 inh -3.
Screening O=C(CCl)Nc1ccc(N2CCCCCC2)cc1 returned Vif imaging 0, NOD2 RIPK2 PPI -6, MC4R antagonist -4, TLR9-MyD88 inh -8, ABCB6 inh MLPCN 102, Granule exo inh -2, aDG glyco act 0.9, N-glyco inh 4, MC4R barr agon 0.5 and ABHD5-PLIN5 inh -5.
